KCNK9 block – inhibitors of human KCNK9 two-pore domain potassium channel; Q9NPC2; HEK293 KCNK9, FluxOR thallium flux fluorescence; hits give low values; B-score at 10 µM; 1.2% of 310,000 active; AID 488922;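 active = ratio B-score over 3 SD below the library mean, with starting fluorescence within 5 SD of its mean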;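 note: negative B-score means less thallium flux so channel inhibition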
KCNQ1 block – human KCNQ1 channel inhibition. B-score at 10 µM. CHO-K1 KCNQ1, FluxOR thallium flux fluorescence; hits give high values. 1.3% of 310,000 active;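 active = compounds whose thallium flux B-score, printed positive for inhibition, exceeds three library SD while starting fluorescence stays within three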;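 note: channel opened by potassium depolarization with thallium stimulus after 20 min compound exposure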
DYRK1A inh – blocks rat Dyrk1A kinase activity. Q63470. ADP-Glo luminescence, NFATc1 peptide. inhibition, % at 12.5 µM. 0.43% of 310,000 active. AID 504441; in the data active = inhibition above about 50%;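 note: plate controls were vehicle with enzyme for no effect and no enzyme for full effect; many of its hits are not listed in these tables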
GSK3A inh – human GSK-3 alpha kinase inhibition. AID 2650. ADP-Glo luminescence, 60 min. inhibition, % at 10 µM. 0.1% of 320,000 active. P49840;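 in the data active = inhibition above about 50%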;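 note: GST-tagged GSK-3 alpha with peptide substrate and 25 µM ATP; 0% = DMSO neutral wells and 100% = GW8510 positive control wells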
KCNK3 block – human KCNK3 channel inhibition, primary screen | O14649 | CHO-KCNK3 thallium flux, FluxOR fluorescence; hits give low values | B-score at 10 µM | 0.84% of 340,000 active;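 active = B-score under library mean minus 4 SD, starting fluorescence ratio at most library mean plus 5 SD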;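 note: more negative B-score means stronger inhibition of thallium flux through KCNK3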
KCNQ1 pot – potentiates or activates the human KCNQ1 potassium channel. P51787. CHO-K1 KCNQ1, thallium flux FluxOR fluorescence; hits give high values. B-score at 10 µM. 0.35% of 310,000 active;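 active = fluorescence ratio B-score, a plate-corrected score, at least three library SD, with initial intensity B-score within 5 SD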
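System: Stable KCNQ1 CHO-K1 line | Incubation: 90 min dye loading and 20 min compound exposure, both at room temperature | Measure: Ratio B score | Medium: Assay buffer for compound exposure, DMSO matched across wells | Compound dosing: Single-concentration screen | Probe or stimulus: K+/Tl+ depolarizing stimulus | Measured by: Kinetic FluxOR fluorescence, 10 s baseline plus 110 s post-stimulus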
RGS4 block – inhibitors of human RGS4. 0.45% of 310,000 active. P49798. B-score at 10 µM. HEK293 M3R/RGS4 inducible, Fluo-4 calcium flux; hits give high values; triggered by carbachol at its EC20;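 active = B-score, a plate-corrected calcium signal, over three deviations above library mean, with baseline fluorescence within five deviations of library mean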;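 note: RGS4 expression induced by doxycycline in cells with stable M3 receptor; B-score is computed from the integrated fluorescence ratio over baseline after carbachol; higher B-score means a larger calcium signal and so more RGS4 inhibition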
PolyA inh – inhibitors of polyadenylation in S. cerevisiae; S. cerevisiae SKY197-pL101 polyadenylation reporter, beta-gal luminescence; efflux-impaired pdr1/pdr3 knockout yeast; score 100 = 6 SD above DMSO; 0.02% of 300,000 active; calls only at 12 µM;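 active = lowest replicate activity score at least 50, where 100 means six control SD above control mean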;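 note: yeast exposed to compound for 9 h at 30 °C; higher score means more reporter readthrough which indicates perturbed polyadenylation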
RGS4 act – potentiators or activators of RGS4 | HEK293 M3R/inducible RGS4, carbachol calcium flux Fluo4; hits give low values | B-score at 10 µM | 0.92% of 310,000 active;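 active = B-score of the integrated calcium signal more than 4 SD below the library mean, with starting fluorescence not abnormally high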;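 note: negative B-score means reduced calcium response which marks RGS4 activation or potentiation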
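test system = M3R-expressing HEK293 line, RGS4 induced by doxycycline | probe or stimulus = carbachol at ECmax as muscarinic agonist stimulus | timing = dye loading 30 min 37 °C, buffer rest 30 min RT | signal = calcium dye Fluo4 fluorescence | evaluation = B score from integrated fluorescence ratio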
GSK3B inh – blocks human GSK3beta kinase activity; P49841; GST-GSK3beta kinase, ADP-Glo luminescence, 60 min; hits give low values; activity score (negative = inhibition), % at 10 µM; 0.038% of 300,000 active;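 active = more than half of replicate wells score below -50%, meaning over 50% inhibition versus plate controls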;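 note: 0% = median DMSO wells and -100% = median GW8510 positive control wells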
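test system = GST-tagged human GSK3beta kinase, cell-free | reagent = 25 µM ATP with peptide substrate | dosing = one dose of 10 µM per compound | schedule = 60 min reaction, RT | detection = luminescent ADP-Glo measurement of ADP formed | control set = DMSO neutral wells and GW8510 at 20 µM as positive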
hERG rescue – hERG (human) protection from proarrhythmic block; Q12809; activation (rescue from dofetilide block), less the hit threshold, % at 10 µM; 0.51% of 310,000 active; AID 1511; CHO-hERG, FluxOR thallium flux, dofetilide IC70 present;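 active = activation above the mean of controls blocked by dofetilide plus 5 SD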;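 note: thallium influx through hERG after potassium depolarization seen as dye fluorescence rise; in these data hits start at about 4.7%; inactives centre near -7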
Target sequence (Q12809 whole entry, looked up): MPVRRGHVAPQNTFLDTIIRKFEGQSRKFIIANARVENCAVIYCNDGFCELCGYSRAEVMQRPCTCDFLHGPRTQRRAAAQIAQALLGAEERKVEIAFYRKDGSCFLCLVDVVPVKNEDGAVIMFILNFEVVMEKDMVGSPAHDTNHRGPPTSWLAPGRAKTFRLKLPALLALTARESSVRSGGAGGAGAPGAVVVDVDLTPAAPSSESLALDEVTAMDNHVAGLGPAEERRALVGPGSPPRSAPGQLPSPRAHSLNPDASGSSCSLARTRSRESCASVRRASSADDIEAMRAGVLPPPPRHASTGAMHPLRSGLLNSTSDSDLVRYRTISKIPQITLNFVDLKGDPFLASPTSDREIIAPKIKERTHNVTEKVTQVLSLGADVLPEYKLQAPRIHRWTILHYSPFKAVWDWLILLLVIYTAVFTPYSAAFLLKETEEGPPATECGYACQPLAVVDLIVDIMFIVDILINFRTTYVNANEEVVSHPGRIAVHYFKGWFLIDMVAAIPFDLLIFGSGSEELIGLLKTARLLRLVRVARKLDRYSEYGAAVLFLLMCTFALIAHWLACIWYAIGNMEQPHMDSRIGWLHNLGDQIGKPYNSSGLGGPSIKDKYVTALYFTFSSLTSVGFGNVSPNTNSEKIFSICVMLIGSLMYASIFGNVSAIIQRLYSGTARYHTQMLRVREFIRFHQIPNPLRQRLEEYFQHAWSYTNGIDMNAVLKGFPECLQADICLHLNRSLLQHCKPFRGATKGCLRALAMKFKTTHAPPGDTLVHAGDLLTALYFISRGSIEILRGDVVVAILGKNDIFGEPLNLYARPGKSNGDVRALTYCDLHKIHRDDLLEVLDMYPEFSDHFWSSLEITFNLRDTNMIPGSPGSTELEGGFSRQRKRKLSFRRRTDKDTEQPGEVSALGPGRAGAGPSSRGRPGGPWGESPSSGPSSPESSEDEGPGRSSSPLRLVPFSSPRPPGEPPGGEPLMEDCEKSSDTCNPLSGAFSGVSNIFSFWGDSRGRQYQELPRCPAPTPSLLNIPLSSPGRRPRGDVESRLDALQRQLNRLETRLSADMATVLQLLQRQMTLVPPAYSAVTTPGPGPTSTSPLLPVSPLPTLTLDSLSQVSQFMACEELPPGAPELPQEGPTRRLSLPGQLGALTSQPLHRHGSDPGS
* = called active by the depositor; i = inactive; nt = no result given. A portion of the library; rates above refer to the full screens.

Results follow in this order: KCNK9 block | KCNQ1 block | DYRK1A inh | GSK3A inh | KCNK3 block | KCNQ1 pot | RGS4 block | PolyA inh | RGS4 act | GSK3B inh | hERG rescue
O=Cc1ccnc(-c2ccc(OC(=O)c3ccco3)cc2)n1
  i | i | 7 | 1 | i | i | i | i | i | 1 | -18
Cc1ccc(NC(=S)NCc2ccc(Cl)cc2)c(OC(F)F)c1
  i | i | 1 | -1 | i | i | i | i | i | 1 | -4
O=C(COC(=O)CCCc1nc2ccccc2s1)NC(=O)NCc1ccco1
  i | i | 1 | 0 | i | i | i | i | i | 0 | 6.4*
CCC(=O)C1CCCN(C(=O)CCc2nnc(-c3ccc4c(c3)OCO4)o2)C1 (configuration not stated)
  i | i | -1 | 7 | i | i | i | i | i | -5 | -6
CN(CCc1ccccn1)C(=O)CCC1CCCN(C(=O)c2ccc3c(c2)OCCO3)C1 (configuration not stated)
  i | i | 0 | 0 | i | i | i | i | i | 0 | -7
O=S(=O)(NCCSCc1c(Cl)cccc1Cl)c1ccc2c(c1)OCCO2
  i | i | 2 | 5 | i | i | i | i | i | -10 | -14
CCc1ccc(OCCOCC(O)CNC(C)(C)C)cc1 (configuration not stated)
  i | i | -7 | 1 | i | i | i | i | i | 2 | -5
CCOC(=O)C(=O)NNc1ccccc1OC
  i | i | 6 | 0 | i | i | i | i | i | -1 | -6
Cc1ccc(CSCCNC(=O)CN(c2cccc([N+](=O)[O-])c2)S(C)(=O)=O)cc1
  i | i | 4 | -2 | i | i | i | i | i | 1 | -5
CC1CCCCN1C(=O)c1ccccc1NC(=O)c1ccco1 (configuration not stated)
  i | i | 6 | -3 | i | i | i | i | i | 0 | -4
Cc1nc2ccccc2c(=O)n1NC(=O)c1ccccc1Br
  i | i | 7 | 1 | i | i | i | i | i | 0 | -5
O=C(COc1coc(CN2CCN(c3ccccc3F)CC2)cc1=O)NC1CCCC1
  i | i | -7 | 0 | i | i | i | i | i | 2 | -12
CN(CC(=O)Nc1ccc2c(c1)CCC2)CC(=O)Nc1ccccc1Br
  i | i | -5 | -1 | i | i | i | i | i | 7 | -13
C/C(N)=C(/C#N)C(=O)COC(=O)[C@@H](NC(=O)c1ccccc1Cl)C(C)C
  i | i | 0 | -5 | i | i | i | i | i | 1 | -7
N/C(=N\OC(=O)C12CC3CC(CC(C3)C1)C2)c1ccccc1
  i | i | 3 | nt | i | i | i | i | i | 2 | -7
CN1CCN(CC(O)COc2ccc(C(=O)O)cc2)CC1 (configuration not stated)
  i | i | 7 | 0 | i | i | i | nt | i | -1 | -2
COc1cc(C2=NOC(C(=O)NCc3cccs3)C2)cc(OC)c1OC (configuration not stated)
  i | i | 8 | -5 | i | i | i | i | i | 2 | -7
CC1(C(=O)O)Oc2cccnc2NC1=O (configuration not stated)
  i | i | -1 | -3 | i | i | i | i | i | 1 | -4
CC(=O)[C@@H]1[C@@H](C)N(Cc2ccccc2)C(=O)N[C@H]1c1cccc(C(F)(F)F)c1
  i | i | 30 | -3 | i | i | i | i | i | 3 | -3
CN(Cc1cccs1)C(=O)Cc1c[nH]c2ccccc12
  i | i | 0 | 1 | i | i | i | i | i | 0 | -9
C/C=C(\C)c1nnc(NC(=O)c2ccco2)s1
  i | i | -6 | 1 | i | i | i | i | i | 19 | -7
Cc1cccc(NC(=S)N(CCN(C)C)Cc2cc3cc(C)ccc3[nH]c2=O)c1
  i | i | 2 | 1 | i | i | i | i | i | 2 | -4
O=C(O)CCC(=O)NN1C(=O)c2ccccc2NC1c1ccco1 (configuration not stated)
  i | i | -3 | -5 | i | i | i | i | i | 9 | -8
C=CCOC(=O)C1=C(C)Nc2ncnn2C1c1cc(Br)ccc1F (configuration not stated)
  i | i | -5 | 3 | i | i | i | nt | i | -1 | -7
O=C(CSc1ccc2nnc(-c3ccccn3)n2n1)Nc1ccccc1C(F)(F)F
  i | i | 3 | -1 | i | i | i | i | i | -5 | -7
Cc1nc(N2CCN(c3ccccc3)CC2)nc2c1C(=O)CC(C)C2 (configuration not stated)
  i | i | -28 | 5 | i | i | i | i | i | 5 | -17
Cc1cccc(C)c1NC(=O)C(c1ccc([N+](=O)[O-])cc1)N1CCCCC1 (configuration not stated)
  i | i | 1 | -8 | i | i | i | i | i | -2 | -1
N#CCC(=O)Nc1ccc(C(=O)OCC(=O)NCCCc2ccccc2)cc1
  i | i | 2 | 1 | i | i | i | i | i | -2 | -3
CC1=C(C(=O)Nc2cccnc2)C(c2ccc(C(C)C)cc2)n2ncnc2N1 (configuration not stated)
  i | i | 11 | nt | i | i | i | i | i | 4 | -3
CC1=C(C(=O)OCC2CCCO2)C(c2ccc(O)cc2)NC(=O)N1 (configuration not stated)
  i | i | 2 | 1 | i | i | i | i | i | -29 | -10
N#CC1=C(N)C(C#N)(C#N)[C@H](c2c(F)cccc2F)[C@H]2CC3(CC=C12)OCCO3
  i | i | 9 | 11 | i | i | i | i | i | -2 | -12
CS(=O)(=O)N1CCc2cc(C(=O)Nc3ccc(COCC(F)(F)F)cc3)ccc21
  i | i | -4 | -1 | i | i | i | nt | i | 5 | -3
CCOC(=O)N1CCN(S(=O)(=O)N2CCCC(C(=O)NCCc3ccc(Cl)cc3)C2)CC1 (configuration not stated)
  i | i | -4 | 1 | i | i | i | i | i | -2 | -6
C#CCn1c(C)cc(C)c(S(=O)(=O)c2ccccc2)c1=O
  i | i | 0 | 0 | i | i | i | i | i | -4 | -18
CC(=O)Nc1ccc(NC(=O)CN(c2ccccc2Cl)S(C)(=O)=O)cc1
  i | i | -4 | 1 | i | i | i | i | i | 1 | -6
Cc1cc(S(=O)(=O)N2CCC(NC(=O)C34CC5CC(CC(C5)C3)C4)CC2)ccc1-n1cnnn1
  i | i | -3 | -4 | i | i | i | i | i | 1 | -12
COc1ccc2nc(NC(=S)N(C)C)sc2c1
  i | i | 4 | 0 | i | i | i | i | i | -4 | -5
COc1ccc(C2=NS(=O)(=O)N(C)C(C(=O)NCc3ccccn3)=C2)cc1
  i | i | -3 | -4 | i | i | i | i | i | 1 | -3
Cc1cccc(CS(=O)(=O)Cc2ccc(C(=O)NCc3ccccc3)o2)c1
  i | i | 0 | 0 | i | i | i | i | i | 0 | -8
COc1ccc2c(c1)c(=O)oc1c(C)c(OC(C)C(=O)NCC3CCC(C(=O)O)CC3)ccc12 (configuration not stated)
  i | i | 5 | 3 | i | i | i | i | i | 2 | -7
O=C(NC1CC1)C1=C[C@@H](c2csc3ccccc23)C[C@@H](OCCCCO)O1
  i | i | 7 | 0 | i | i | i | i | i | 1 | -9
CCCCC(=O)Nc1ccc(C(=O)NCC(=O)OC)cc1
  i | i | -1 | 3 | i | i | i | i | i | -3 | -8
Cc1ccc(C)c(OC(=O)c2cccnc2)c1
  i | i | -3 | -5 | i | i | i | i | i | 3 | -1
NC1=NC(=O)C(CC(=O)c2ccc(Cl)cc2)S1 (configuration not stated)
  i | i | -3 | nt | i | i | i | i | i | 1 | -5
C/C(N)=C(/C#N)C(=O)COC(=O)CCC1CCCC1
  i | i | 7 | 4 | i | i | i | i | i | -1 | 1

Some values from above.
`NC1=NC(=O)C(CC(=O)c2ccc(Cl)cc2)S1` (configuration not stated) in DYRK1A inh shows -3
`C/C(N)=C(/C#N)C(=O)COC(=O)CCC1CCCC1` in GSK3B inh shows -1

Next section.
Results follow in this order: KCNK9 block | KCNQ1 block | DYRK1A inh | GSK3A inh | KCNK3 block | KCNQ1 pot | RGS4 block | PolyA inh | RGS4 act | GSK3B inh | hERG rescue
CCCCn1c(-c2ccccc2)nnc1-c1ccccc1
  i | i | -6 | -1 | i | i | i | i | i | 4 | -4
Cc1nc2ccc(S(=O)(=O)N(C)CC(=O)NCc3ccc4c(c3)OCO4)cc2s1
  i | i | 5 | -2 | i | i | i | i | i | 2 | -10
CC(=O)OC1c2ccccc2C(=O)N1c1ccccc1C (configuration not stated)
  i | i | 0 | 4 | i | i | i | i | i | -2 | -8
O=S(=O)(c1ccc(-c2cc(C(F)(F)F)on2)s1)N1CCCC1
  i | i | -1 | 9 | i | i | i | i | i | -2 | -3
O=C(Nc1nc2ccc(Br)cc2s1)c1ccco1
  i | i | 25 | nt | i | i | i | i | i | -1 | -3
COCCNC(=O)CCc1nnc(Cc2ccc(-c3ccccc3)cc2)o1
  i | i | -3 | -1 | i | i | i | i | i | -2 | -23
CS(=O)(=O)CCC(C(=O)OCc1ccc(Cl)cc1)N1C(=O)c2ccccc2C1=O (configuration not stated)
  i | i | 3 | 0 | i | i | i | i | i | -2 | -9
CCOC(=O)c1c(C)[nH]c(C(=O)COC(=O)CCC(=O)c2ccc3c(c2)OCCO3)c1C
  i | i | 8 | 0 | i | i | i | i | i | -3 | -9
CCOC(=O)C1CCCCN1C(=O)c1ccc2nc(Cc3ccc(OC)cc3)oc2c1 (configuration not stated)
  i | i | -4 | 2 | i | i | i | i | i | 0 | -8
CCN(CC)CCOc1c(Br)ccc2c1sc1nc3n(c(=O)c12)CCC3
  i | i | 5 | 1 | i | i | i | i | i | 1 | 1
CCOc1ccc(C(=O)N2CCN(c3ncccn3)CC2)cc1
  i | i | -4 | -3 | i | i | i | i | i | 2 | -2
CCOC(=O)Cc1csc(NC(=O)CSc2ncnc3c2cnn3-c2ccccc2Cl)n1
  i | i | -1 | nt | i | i | i | i | i | -1 | -22
CCCCCCSc1ccc([C@H]2N[C@@](CC(C)C)(C(=O)OC)[C@H]3C(=O)N(CC)C(=O)[C@@H]23)cc1
  i | i | 7 | -4 | i | i | i | i | i | -1 | -10
COc1ccc(OCc2cccc(C(=O)Nc3ccc(CN4CCCCC4)cc3)c2)cc1
  i | i | -6 | 1 | i | i | i | i | i | 3 | -13
Cc1nn(Cc2ccc(F)cc2)c(C)c1NC(=O)c1nn(C)cc1Cl
  i | i | -7 | 1 | i | i | i | i | i | -1 | -12
COc1ccccc1NC(=O)C[n+]1ccccc1C
  i | i | 1 | -2 | i | i | i | nt | i | 2 | -4
CC(C)CN(C(=O)COC(=O)CCCc1c[nH]c2ccccc12)c1c(N)n(Cc2ccccc2)c(=O)[nH]c1=O
  i | i | 3 | -3 | i | i | i | i | i | 1 | -5
O=C(c1cc(-c2ccc(Cl)c(Cl)c2)on1)N1CCCCCC1
  i | i | -7 | -2 | i | i | i | i | i | 1 | -7
